HttQ103 aggreg = qHTS Multiplex Assay to Identify Dual Action Probes in a Cell Model of Huntington: Aggregate Formation (GFP); Potency, µM (series often up to 46.1 µM), inactives show top-dose activity change, negative = inhibition, most hits filed as inhibitors; PC12 HttQ103-GFP aggregates, Acumen cytometry, 40 h; 220,000 compounds, 1.1% hits; note: potency is the fitted concentration of half-maximal effect; % is set by controls: 0 for no effect and ±100 for the full control effect; nearly all actives have a fitted effect of over 60% in size
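Multiplexed with ATP-based cell death, this channel scores GFP aggregates in PC12 cells expressing inducible HTTex1-Q103-GFP. Induction used 100 nM tebufenozide; compounds were tested in concentration series.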
HTT ATP protect = qHTS Multiplex Assay to Identify Dual Action Probes in a Cell Model of Huntington: Cytoprotection (ATP); PC12 HTT-Q103 induced, cytoprotection, ATP luminescence, 40 h; Potency, µM (series often up to 56.4 µM), for the others: cytoprotection (ATP increase), actives largely listed as activators; 230,000 compounds, 0.14% hits; AID 1471, 2008;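 note: potency is the fitted concentration of half-maximal effect; % of control where 0% means no effect; nearly all actives have a fitted effect of over 45% in size; toxic huntingtin expression switched on by the ecdysone agonist tebufenozide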
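Compounds were screened for protection of PC12 cells against cell death after tebufenozide induction (100 nM final) of mutant Huntingtin exon 1 (Q103) fused to GFP.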
KinaseGlo FLuc = Counterscreen for Luciferase (Kinase-Glo TM) Inhibition | Luciferin 4-monooxygenase (Photuris pensylvanica), Q27757 | Kinase-Glo luciferase, ATP luminescence, 8 min | Potency, µM (highest dose often 38.3 µM), without a hit: top-dose activity change, negative = inhibition, hits mostly inhibitors | 200,000 compounds, 0.28% hits | AID 1379, 2008; note: potency is the fitted concentration of half-maximal effect; % is set by controls: 0 for no effect and ±100 for the full control effect; nearly all actives have a fitted effect of over 60% in size
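Compounds were added to a substrate mix at pH 7.2 (50 mM imidazole, 10 uM ATP, within the enzyme's linear range), followed by Kinase-Glo detection reagent; luminescence was measured after 8 minutes at ambient temperature.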
SMN2 splice up = qHTS Assay for Enhancers of SMN2 Splice Variant Expression. HEK293 SMN2-luciferase splicing reporter, luminescence, 30-36 h. Potency, µM (doses to about 46.1 µM), for the others: at the highest dose activity change, positive = activation, most hits filed as activators. 210,000 compounds, 2.8% hits; note: potency is the fitted concentration of half-maximal effect; % of control where 0% means no effect; nearly all actives have a fitted effect of over 55% in size
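HEK293 cells carry an SMN2 minigene-luciferase reporter in which exon 7 inclusion puts luciferase in frame. Cells were seeded at 2000 cells/well, attached for 10-12 hours, then exposed to compounds for 30-36 hours at 37C before ONE-Glo luminescence.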
IMPase Li inh = qHTS Assay for Identifying the Cell-Membrane Permeable IMPase Inhibitors: Potentiation with Lithium | CHO-M1 cells, IP1 TR-FRET (IP-One), carbachol + lithium | Potency, µM (top dose mostly 59.4 µM), without a hit: at the highest dose activity, negative = IMPase inhibition, hits mostly inhibitors | 210,000 compounds, 0.35% hits;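 note: IP1 builds up when IMPase is blocked and the TR-FRET signal falls; potency is the fitted concentration of half-maximal effect; plate controls were basal vehicle for no effect and high inhibitor control for full effect; nearly all actives have a fitted effect of over 50% in size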
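CHO cells stably expressing M1 receptor (2000/well) were cultured 16–30 h, then exposed to compounds with a small lithium addition for 30 min at 37C. IP1 was measured by TR-FRET competition; AC50 from Hill fits.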
LMNA splice mod = qHTS Assay for Modulators of Lamin A Splicing. 200,000 compounds, 0.01% hits. Potency, µM (titrated, usually from 46.1 µM), without a hit: top-dose ratio change, negative = inhibition, usual class: inhibitors. AID 1487, 2009. HeLa LMNA splicing GFP/RFP minigene ratio, 48 h; active = well fitted inhibition curve with a large enough effect in the signal ratio, with a control signal flat, not every such curve was filed as active; inconclusive = small, poorly fitted or top-dose-only effect, or effect the other way, or a change in a side signal; the % refers to the signal ratio; note: potency is the fitted concentration of half-maximal effect; % is set by controls: 0 for no effect and ±100 for the full control effect
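S3 HeLa stable clones carrying a lamin A-EGFP splicing minigene plus DsRed2 were seeded at 600 cells/well in Opti-MEM with 2% FBS, pin-dosed and incubated 48 h at 37°C. Acumen cytometry (488 nm) gave the GFP/RFP total-intensity ratio.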
CBFb RUNX1 block = qHTS Assay for Compounds Blocking the Interaction Between CBF-beta and RUNX1 for the Treatment of Acute Myeloid Leukemia; Runt-related transcription factor 1 (Homo sapiens) + Core-binding factor subunit beta …; AlphaScreen CBFb-His/RUNX1-biotin binding, biochemical; Potency, µM (series often up to 59.8 µM), inactives show at the highest dose activity, negative = inhibition, hits mostly inhibitors; 230,000 tested, under 10 active; note: % of control where 0% means no effect
Target sequence (Q01196 whole entry, looked up): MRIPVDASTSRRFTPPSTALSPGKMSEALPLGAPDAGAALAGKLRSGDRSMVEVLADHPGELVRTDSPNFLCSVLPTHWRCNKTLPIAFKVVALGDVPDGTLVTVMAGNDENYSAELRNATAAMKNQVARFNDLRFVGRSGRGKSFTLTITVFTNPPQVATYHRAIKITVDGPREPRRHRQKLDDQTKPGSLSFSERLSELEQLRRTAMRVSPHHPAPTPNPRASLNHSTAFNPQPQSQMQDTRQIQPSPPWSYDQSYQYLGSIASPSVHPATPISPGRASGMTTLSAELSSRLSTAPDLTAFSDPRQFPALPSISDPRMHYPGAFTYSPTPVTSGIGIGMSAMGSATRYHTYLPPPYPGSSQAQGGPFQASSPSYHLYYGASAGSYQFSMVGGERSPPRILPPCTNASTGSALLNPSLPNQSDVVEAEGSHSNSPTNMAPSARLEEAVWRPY
Target sequence (Q13951 whole entry, looked up): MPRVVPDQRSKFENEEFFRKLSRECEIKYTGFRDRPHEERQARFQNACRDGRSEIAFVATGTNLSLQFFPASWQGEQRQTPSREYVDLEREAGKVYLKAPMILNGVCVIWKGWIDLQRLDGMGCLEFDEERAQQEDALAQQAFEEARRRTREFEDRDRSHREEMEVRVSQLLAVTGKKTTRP
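Inhibition was taken as any reduction in AlphaScreen signal from the CBF-beta–RUNX1 pair (His and biotin tags, 30 nM each), measured after compound (15 min) and bead (90 min) incubations at room temperature.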
* = called active by the depositor; ? = inconclusive; / = not tested or not shown; & = joins results of further samples; [ ] = another dose, or the depositor's remark. Unless noted, calls come from the whole dose curve; as a rule, active = well fitted curve in the direction sought with a large enough effect; inconclusive = small, poorly fitted or top-dose-only effect, or another doubt; inactive = no such curve, though single readings can be large; an effect the other way counts as inactive or inconclusive. Compounds were not picked by outcome; about 4% have a hit in one of these screens.

SMILES	HttQ103 aggreg	HTT ATP protect	KinaseGlo FLuc	SMN2 splice up	IMPase Li inh	LMNA splice mod	CBFb RUNX1 block
CCOC(=O)c1oc2c(CN3CCCCC3C)c(O)ccc2c(=O)c1-c1ccc(OC)c(OC)c1 (centres undefined)	0%	-2%	-1%	?	25%[38.3 µM]	-4%	5%
CCN(CC)CCCN(C(=O)c1ccco1)c1nc(-c2ccc(C)cc2)cs1	20%[9.22 µM]	9%[10 µM]	-8%	/	20%	-13%[46 µM]	-6%
N#Cc1cc(C#N)c(N2CCN(c3ccccn3)CC2)nc1N	1%	-25%	-4%	17%	28µM*	5%	8%
NS(=O)(=O)c1ccc(NC(=O)Nc2cccc(Cl)c2)cc1	-14%[9.22 µM]	-24%[10 µM]	1%	/	0%	/	-4%
CCSCc1nc2ccccn2c1Br	-1%	-9%	1%	-1%	-3%	/	-20%
Cc1cc(C)c(S(=O)(=O)Nc2ccccc2-c2ccccc2)c(C)c1	-8%	30%[10 µM]	-3%	-33%[inhibitor]	16%	?	2%
CCc1nnc(NC(=O)c2ccc(-c3ccccc3Cl)o2)s1	16%	-19%	-11%	5%	12%[38.3 µM]	8%	8%
Cc1ccccc1NC(=O)N1CCCC(c2nc(-c3ccc(F)cc3)no2)C1 (centres undefined)	-19%	0%	1%	-8%	11%[38.3 µM]	?	2%
O=C(O)c1ccc(C(=O)O)c(C(=O)Nc2ccc3c(c2)Cc2ccccc2-3)c1	/	-4%[10 µM]	-6%[7.66 µM]	11%[9.22 µM]	-9%	/	/
Cc1cc(C)cc(Nc2c3c(nc4ncnn24)CCC3)c1	30%[9.22 µM]	29%[10 µM]	-2%	/	8%	?	5%
O=C(Nc1nnc(-c2ccncc2)s1)Nc1ccccc1F	-15%	2%[10 µM]	4%	14%	0%	-10%[46 µM]	11%
COc1ccc2[nH]c(C)c(C(=O)CN3CCc4cc(OC)c(OC)cc4C3)c2c1	-6%	9%	/	/	/	-7%	0%
Cc1oc2ccc(OCc3ccc(F)cc3Cl)cc2c1C(=O)O	-17%[9.22 µM]	-11%[10 µM]	/	/	/	/	4%
COc1ccc(NCc2nnc(SCC(=O)NCc3ccccc3)n2-c2ccccc2OC)cc1	5%	-5%[1.9 µM]	7%	-8%	21%	-10%	9%
CCOC(=O)C(=CNc1cc(C(F)(F)F)ccc1N1CCOCC1)C(=O)OCC	16%[9.22 µM]	-1%[10 µM]	/	/	/	/	2%
NC(=S)NNC(=O)c1ccccc1	-6%	5%	0%	21%	-12%[38.3 µM]	7%	0%
Cc1cc(C)c2cc(CN(CCO)C(=O)NC3CCCCC3)c(=O)[nH]c2c1	1%[9.22 µM]	1%[10 µM]	/	/	/	/	1%
O=C(CCc1ccccc1)Nc1ccc2c(c1)OCCO2	-2%	-16%	-1%	13µM*	11%[38.3 µM]	9%	4%
COC(=O)c1cc2ccsc2n1CC(=O)Nc1cc(C)cc(C)c1	-14%	4%[10 µM]	1%	?	7%[38.3 µM]	9%	4%
CCOC(=O)c1[nH]ncc1CN1CCN(Cc2ccccc2)C(CCO)C1 (centres undefined)	-4%[9.22 µM]	11%[10 µM]	5%	/	0%	11%[46 µM]	2%

Structures above that contain a COOH group, in the order listed:
SMILES	HttQ103 aggreg	HTT ATP protect	KinaseGlo FLuc	SMN2 splice up	IMPase Li inh	LMNA splice mod	CBFb RUNX1 block
O=C(O)c1ccc(C(=O)O)c(C(=O)Nc2ccc3c(c2)Cc2ccccc2-3)c1	/	-4%[10 µM]	-6%[7.66 µM]	11%[9.22 µM]	-9%	/	/
Cc1oc2ccc(OCc3ccc(F)cc3Cl)cc2c1C(=O)O	-17%[9.22 µM]	-11%[10 µM]	/	/	/	/	4%

Additional entries follow:
SMILES	HttQ103 aggreg	HTT ATP protect	KinaseGlo FLuc	SMN2 splice up	IMPase Li inh	LMNA splice mod	CBFb RUNX1 block
COc1ccc(C(C#N)c2ccc(=O)[nH]n2)cc1 (centres undefined)	?	-43%[inhibitor]	-1%	2%	2%	-8%[46 µM]	-16%
COc1cccc(C(=O)N/N=C2\SCC(=O)N2Cc2ccc3c(c2)OCO3)c1	-9%	23%[10 µM]	5%	-1%	20%[38.3 µM]	-7%	7%
CCOc1cc(/C=C2\SC(=S)N(Nc3ccccc3)C2=O)ccc1O	-1%	-60%[inhibitor]	-9%	-9%	21%[38.3 µM]	2%	?
O=C(Nc1cccn(Cc2c(F)cccc2Cl)c1=O)NC1CCCCC1	-1%[9.22 µM]	-39%[10 µM]	-2%	/	7%	/	-4%
N#CC(C(=O)c1ccccc1Cl)=C1SCCCS1	1%[9.22 µM]	-5%[10 µM]	/	/	/	/	0%
COc1ccc(C(=O)CSc2nc3cccnc3n2C)cc1	-22%	4%[1.9 µM]	-3%	-13%	5%	?	26%
Cc1ccc(C(=O)Nc2ccccc2C(=O)O)cc1NC(=O)COc1c(C)cccc1C	10%	-15%[10 µM]	0%	13%	22%	10%[46 µM]	2%
CCc1ccc2[nH]c(=O)c(CN(CCN(C)C)C(=O)Nc3ccccc3)cc2c1	12%	-20%	2%	-19%	24%[38.3 µM]	4%	1%
CCOC(=O)C(C(=O)OCC)N(C#N)c1nc(N(C)C)nc(N(C)C)n1	?	-64%[inhibitor][10 µM]	2%	-1%	21%	?	5%
O=C(c1ccccc1Oc1ccccc1)N1CCN(c2ccccc2F)CC1	4%	-18%	-2%	0%	24%[38.3 µM]	-4%	1%
O=C(CC1Nc2cccc3cccc(c23)NC1=O)Nc1ccc(F)cc1 (centres undefined)	20%	-21%	0%	2%&-8%	2%	/	8%
COc1cc(/C=C/C(=O)N2CCC=CC2=O)cc(OC)c1OC	/	/	-10%	-107%[inhibitor]	5%	/	19%
CCc1c(C)sc(NC(=O)OC)c1C(=O)N1CCOCC1	5%	-16%	-3%	2%	-6%[38.3 µM]	7%	-1%
COC(=O)c1cn(-c2ccccc2)nc1-c1cccnc1	-2%	-10%	0%	-22%	-14%[38.3 µM]	-8%	10%
Cc1ccc(NC(=O)c2c(C(F)(F)F)nn(C)c2SCc2cccc(C(F)(F)F)c2)cc1C	?	-3%	-1%	-49%[inhibitor]	8%[38.3 µM]	4%	-6%
O=C(NN=C1C2CC3CC1CC(Cl)(C3)C2)c1cccs1	-5%	-25%	-1%	6%	16%	/	2%
CC(C)(C)OC(=O)N[C@@H](CCCCNC(=O)OCc1ccccc1)c1nnc([C@H](CCCCNC(=O)OCc2ccccc2)NC(=O)OC(C)(C)C)o1	-11%[9.22 µM]	-18%[10 µM]	/	/	/	/	18%
Clc1ccccc1CO/N=C1\CCCc2nonc21	-10%	4%[10 µM]	-3%	-5%[1.84 µM]	1%	-4%	27%
Cc1cc(Nc2nnnn2-c2ccccc2)n(-c2ccccc2)n1	7%	2%	0%	12%	2%[38.3 µM]	-1%	-1%
Cc1ccccc1NC(=O)Cn1cnc2c(oc3nc4c(cc32)COC(C)(C)C4)c1=O	20%	-15%[10 µM]	-2%	22%	1%	-4%	2%
O=C(NCc1ccccc1)c1cc(=O)nc2sc(-c3ccccc3)nn12	-4%	-10%	/	/	/	?	-5%
COC(=O)N/N=C(\C)c1ccc(OC(F)F)cc1	8%	-30%[inhibitor]	-3%	-5%	-5%	-2%[46 µM]	2%
COc1cc(OC)cc(C(=O)NCC(=O)OCC(=O)Nc2ncc(Cl)cc2Cl)c1	32%	3%	-1%	5%	7%	-1%[9.22 µM]	12%
O=C(CCCCn1c(=O)c2ccccc2n(CC(=O)NC2CCCC2)c1=O)NC1CCCC1	3%	14%	-1%	-14%	-7%[38.3 µM]	3%	-2%
CC(=O)Nc1cccc(OCc2ccc(S(=O)(=O)Cc3ccccc3)cc2)c1	-14%	10%[10 µM]	4%	-24%	8%	?	0%
Cn1c(C(=O)NCCCN2CCN(c3ccccc3F)CC2)cc2c(=O)[nH]c3ccccc3c21	?	-50%[inhibitor]	-6%	-5%	-25%[38.3 µM]	-1%	5%
CC(C)C(=O)NNc1ccc(C(F)(F)F)cn1	2%[9.22 µM]	-3%[10 µM]	/	/	/	/	16%
NC(=O)CSc1nc2c(sc3ccccc32)c(=O)n1CCCC(=O)NCC1CCCO1 (centres undefined)	7%[9.22 µM]	9%[10 µM]	/	/	/	/	-3%
Nc1nonc1/C(=N/O)N1CCCC1	-2%	3%[10 µM]	1%	-12%	-8%[38.3 µM]	5%	5%
COc1ccc(N2C(=O)C3C4C=CC(C5CC45)C3C2=O)c([N+](=O)[O-])c1 (centres undefined)	-9%	-9%	0%	-13%	-7%[38.3 µM]	-3%	-5%
Fc1ccc(NC(=S)Nc2cc(-c3ccccc3)[nH]n2)cc1Cl	4%[9.22 µM]	-36%	5%	-24%	23%	/	2%
CCCCNCCCCOc1ccccc1	-3%	-16%	-3%	14%	26%[38.3 µM]	12%	0%
Cc1cc(OCC(=O)Nc2cc(-c3nn4c(C)nnc4s3)ccc2C)ccc1Cl	6%	-17%	-4%	-22%	28µM*	7%	-1%
O=C(COc1ccc(S(=O)(=O)N2CCCC2)cc1)Nc1ccc2c(c1)OCCO2	-2%[9.22 µM]	2%[10 µM]	1%	-1%	1%	?	2%
O=C(Nc1ncc(Cc2ccc(Cl)cc2Cl)s1)c1ccc([N+](=O)[O-])cc1	5%	/	-3%	-59%[inhibitor]	5%	2%	-5%
Cc1ccc(Nc2nc(N)c([N+](=O)[O-])c(N3CCOCC3)n2)cc1C	-1%	30%[10 µM]	2%	0%	1%	?	-4%
CCOC(=O)N1CCN(c2ccc(N3C(=O)CCCC3=O)cc2[N+](=O)[O-])CC1	-10%	-5%	-1%	-8%	-2%	/	4%
CCOC(=O)c1c(NC(=O)CSc2c[nH]c3ccccc23)sc2c1CCCC2	-1%	/	-4%	-50%[inhibitor]	15%	?	0%[2.36 µM]
Cc1c(NC(=O)CN2CCCC(C)C2)ccc2nsnc12 (centres undefined)	-23%	-22%	2%	-2%	7%	23%[46 µM]	9%
CCOC(=O)CSc1nc2ccccc2c(=O)n1C	-1%	14%[10 µM]	-2%	?	-2%	-11%	5%

Assay outcomes from PubChem BioAssay.
